High-throughput results as filed in PubChem BioAssay.
ALOX12 inh – ALOX12 (human) lipoxygenase inhibition; AID 1671190; P18054; actives 1.1% (n = 580,000); Potency, µM (doses to about 108 µM), without a hit: at the top dose activity change, negative = inhibition, usual class: inhibitors; purified 12hLO, xylenol orange hydroperoxide absorbance; note: potency is the fitted concentration of half-maximal effect; % is set by controls: 0 for no effect and ±100 for the full control effect
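Purified human 12hLO (150 nM final) in 25 mM Hepes, 0.01% Triton X-100, pH 7.0 was preincubated 15 min at room temperature with compound. Then 40 uM arachidonic acid was added, 30 min. Hydroperoxide was read by Fe-XO absorbance ratio 573/405 nm.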
D2 ag – D2 dopamine receptor (human) agonism. P14416. HEK293 T-REx D2 cells, calcium flux agonist mode. activation, % at 2 µM. actives 0.53% (n = 340,000);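 active = activation over 3 SD above normal in the single-dose calcium agonist read, cut at about 30% in these data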; note: 0% is about no effect
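Tetracycline-induced HEK293 T-REx cells with force-coupled D2 receptor, plated overnight at 30 C, loaded with no-wash calcium dye. After a 10 s baseline, compound was pin-added and calcium flux read kinetically for 180 s; calcium rises flagged agonists.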
LDHA block – inhibitors of human lactate dehydrogenase A; actives 0.15% (n = 480,000); activity change, % (values are at about 110 or 230 µM); AID 1347041; purified LDHA, NADH/diaphorase-resazurin fluorescence; stronger effect = lower value; in the data active = activity change below about -30%; inconclusive = mostly about -25% to -30%;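 note: plate controls were DMSO wells for no effect and wells without enzyme for full effect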
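Enzyme activity of human lactate dehydrogenase 5 (2 nM; 0.06 mM NADH, 0.2 mM pyruvate, 5 min, RT) is measured via a resazurin/diaphorase fluorescence readout of residual NADH.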
RGS4 inh – blocks human RGS4-accelerated GTP hydrolysis. Transcreener GDP fluorescence polarization, RGS4-accelerated GTP hydrolysis. P49798. Potency, µM (series often up to 114 µM), for the others: at the highest dose activity change, negative = inhibition, actives largely listed as inhibitors. actives 0.039% (n = 390,000); note: potency is the fitted concentration of half-maximal effect; % is set by controls: 0 for no effect and ±100 for the full control effect; nearly all actives have a fitted effect of over 75% in size; some results filed as inactive show a strong effect at the top dose
Target sequence (P49798 whole entry, looked up): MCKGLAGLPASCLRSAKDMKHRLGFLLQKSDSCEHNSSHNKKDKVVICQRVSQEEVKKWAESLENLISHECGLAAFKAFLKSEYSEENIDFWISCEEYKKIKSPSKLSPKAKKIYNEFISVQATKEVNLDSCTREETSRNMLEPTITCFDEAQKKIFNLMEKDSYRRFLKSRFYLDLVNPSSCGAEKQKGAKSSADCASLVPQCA
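MLSMR compounds (23 nl, pin-transferred) preincubated 10 min at room temperature with a 500nM (2x) first reagent, then RGS4 at 900nM (2x) plus Transcreener GDP mix added; fluorescence polarization (620/688 nm) read before and after 90 min at 30 °C.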
Glioma ERSR ind – induces the endoplasmic reticulum stress response in human glioma cells. U87-MG GRP78 promoter luciferase reporter, 16 h. Potency, µM, inactives show top-dose activation, usual class: activators. actives 0.02% (n = 420,000). AID 602332; note: potency is the fitted concentration of half-maximal effect; series mostly up to about 76 µM; % of control where 0% means no effect; nearly all actives have a fitted effect of over 35% in size
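ERSR induction read as luciferase luminescence (Bright-Glo, 10 min at room temperature) in stably transfected human U87-MG glioma cells exposed to compounds for 16 h, using GRP78 as sensor.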
Vif-APOBEC3G blk – Vif-A3G binding inhibition; Q9HC16; actives 0.076% (n = 410,000); Potency, µM (highest dose often 46.1 µM), for the others: at the top dose activity, negative = active, actives largely listed as inhibitors; HeLa A3G-eYFP + Vif (tagged APOBEC3G with the HIV-1 protein that degrades it), YFP fluorescence, overnight; AID 602310;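 note: potency is the fitted concentration of half-maximal effect; % is set by controls: 0 for no effect and ±100 for the full control effect; nearly all actives have a fitted effect of over 60% in size; hits raise eYFP signal because A3G escapes Vif-driven loss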
Target sequence (Q9HC16 whole entry, looked up): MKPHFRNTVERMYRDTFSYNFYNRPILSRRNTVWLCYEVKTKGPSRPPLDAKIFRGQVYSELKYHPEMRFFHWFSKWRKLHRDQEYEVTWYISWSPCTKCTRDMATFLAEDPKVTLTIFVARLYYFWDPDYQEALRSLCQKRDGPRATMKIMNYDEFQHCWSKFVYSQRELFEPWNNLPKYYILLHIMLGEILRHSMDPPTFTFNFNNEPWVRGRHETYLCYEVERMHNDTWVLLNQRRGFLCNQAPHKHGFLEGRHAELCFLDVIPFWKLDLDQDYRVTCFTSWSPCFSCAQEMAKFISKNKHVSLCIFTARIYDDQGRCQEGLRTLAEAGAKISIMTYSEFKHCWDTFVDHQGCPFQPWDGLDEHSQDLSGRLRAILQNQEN
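HeLa cells stably expressing Vif and C-terminally eYFP-tagged A3G, seeded overnight at 37 deg C, then exposed to compound by pintool overnight at 37 deg C. Rise in yellow fluorescence (Ex 488/Em 500-530, Acumen) marks blocked Vif-driven A3G degradation.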
ERG-DNA inh – ERG Ets/DNA interaction inhibition; P11308; fluorescence polarization, His-ERG Ets domain / labelled DNA; Potency, µM (doses to about 76.9 µM), for the others: at the top dose FP activity, negative = inhibition, hits mostly inhibitors; actives 0.028% (n = 370,000); AID 624246; active = well fitted inhibition curve with a large enough effect in the polarisation, with a control signal flat; inconclusive = small, poorly fitted or top-dose-only effect, or effect the other way, or a change in a side signal; inactive = no such curve, though single readings can be large or run the other way; the % refers to the polarisation;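 note: polarization taken with two DNA probes labelled with fluorescein and Texas red; potency is the fitted concentration of half-maximal effect; % of control where 0% means no effect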
Target sequence (P11308 whole entry, looked up, the tested form may be a part): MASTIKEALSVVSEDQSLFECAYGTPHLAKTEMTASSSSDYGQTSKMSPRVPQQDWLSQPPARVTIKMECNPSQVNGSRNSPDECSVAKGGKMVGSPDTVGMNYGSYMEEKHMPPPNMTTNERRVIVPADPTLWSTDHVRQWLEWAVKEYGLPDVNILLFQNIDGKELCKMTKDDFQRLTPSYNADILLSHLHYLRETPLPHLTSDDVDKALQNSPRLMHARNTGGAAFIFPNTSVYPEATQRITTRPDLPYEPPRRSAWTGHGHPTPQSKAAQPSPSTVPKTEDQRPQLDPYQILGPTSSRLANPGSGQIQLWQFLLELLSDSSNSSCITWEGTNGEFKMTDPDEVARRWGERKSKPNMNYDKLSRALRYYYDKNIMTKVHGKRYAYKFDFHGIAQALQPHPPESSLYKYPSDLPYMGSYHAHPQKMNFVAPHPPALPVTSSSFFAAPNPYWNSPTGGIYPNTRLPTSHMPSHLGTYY
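His-tagged ERG Ets domain (1 uM in the protein solution; 300mM KCl, 50mM Tris-HCl, 1mM EDTA, 1mM DTT, pH 7.5) received compound, then a probe mix of 5 nM fluorescein-DNA and 100nM Texas-615-DNA. Fluorescence polarization was read for both dyes.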
D2 antag – D2 dopamine receptor (human) antagonism | actives 2% (n = 340,000) | AID 485344 | inhibition, % at 10 µM | HEK293 TREx D2 cells, calcium flux, dopamine EC80; in the data active = inhibition above about 30%; note: 0% is about no effect
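Measurement of antagonist activity uses fluorescent calcium dye in inducible HEK293 T-REx D2 cells: 10 s baseline, compound addition with 180 s read, EC80 dopamine addition with a further 180 s read.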
Vif-APOBEC3F blk – blocks the Vif interaction with APOBEC3F; HeLa A3F-eYFP + Vif (tagged APOBEC3F with the HIV-1 protein that degrades it), YFP fluorescence increase; Potency, µM (titrated, usually from 46.1 µM), inactives show at the top dose activity, negative = active; actives 0.2% (n = 390,000); AID 602313; note: potency is the fitted concentration of half-maximal effect; % of control where 0% means no effect; nearly all actives have a fitted effect of over 65% in size
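HeLa cells stably expressing Vif plus C-terminally eYFP-tagged A3F were seeded, incubated overnight at 37 deg C, dosed with compound, incubated overnight again at 37 deg C. Yellow fluorescence (Ex 488/Em 500-530) reported blocked Vif-mediated A3F-eYFP degradation.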
* hit, by the source's call; ? = inconclusive; nt = no result given; & = joins results of further samples; [ ] = another dose, or the depositor's remark. Unless noted, calls come from the whole dose curve; as a rule, active = well fitted curve in the direction sought with a large enough effect; inconclusive = small, poorly fitted or top-dose-only effect, or another doubt; inactive = no such curve, though single readings can be large; an effect the other way counts as inactive or inconclusive. An excerpt. The share of hits here may be higher or lower than overall.

SMILES	ALOX12 inh	D2 ag	LDHA block	RGS4 inh	Glioma ERSR ind	Vif-APOBEC3G blk	ERG-DNA inh	D2 antag	Vif-APOBEC3F blk
CCN(C(=O)CSc1nc2ccccc2n1CC(=O)Nc1cccc(C#N)c1)c1ccccc1	-49%	nt	-3	5%	-4%	-3%	2%	nt	2%
COc1ccc(-c2csc(NC(=O)CSc3nc(SC)ns3)n2)cc1	-2%	0.3	-10	-10%	5%	1%	1%	3	0%
Cc1cccc(NC(=O)CN2C(=O)S/C(=C\c3ccc(O)c([N+](=O)[O-])c3)C2=O)c1	?	1.0	-3	3%	3%	2%	-4%	-6	11%
N#Cc1c(NC(=O)C2C3C=CC(C3)C2C(=O)O)sc2c1CCCCC2 (stereo not drawn)	-4%	-0.3	1	-24%	7%	1%	-13%	20	6%
CCOC(=O)c1nnn(CC(=O)N2N=C(c3ccc(Cl)cc3)CC2c2ccccc2)c1C(=O)OCC (stereo not drawn)	-10%	-0.1	2	19%	-4%	-1%	15%	-10	-14%
CCOC(=O)N1CCC(NC(=O)C2CCN(S(=O)(=O)c3cccs3)CC2)CC1	0%	0.1	-3	0%	-4%	2%	12%	10	-8%
O=S(=O)(Nc1cccc(S(=O)(=O)N2CCOCC2)c1)c1cccs1	-8%	32*	-10	26%	-2%	-1%	0%	10	4%
CC(=O)Nc1ccc(S(=O)(=O)NCC(=O)OCC(=O)NC(=O)c2cccn2C)cc1	-1%	0.8	4	2%	4%	0%	-4%	-10	3%
COc1ccc(-c2c(N)nnc3c2[nH]c2ccccc23)cc1OC	?	0.8	-8	-12%[11.4 µM]	-3%	-6%	1%	15	0%
C/C(=N/NC(=O)c1ccc(Br)o1)c1cccc(NC(=O)c2ccc(C)o2)c1	1%	-1.7	-6	?	3%	-6%	14%	0	-5%
Cc1ccc(-c2nc3c4ccccc4ccn3c2Cc2ccsc2)cc1	27%	nt	-4	nt	7%	-6%	nt	nt	nt
Cc1cccc(NC(=O)NNC(=O)c2ccccn2)c1	-6%	nt	3	14%	4%	-6%	-5%	nt	6%
Cc1cc(NS(=O)(=O)c2ccc(NC(=O)/C=C/c3c(F)cccc3Cl)cc2)nc(C)n1	-11%	-1.3	-3	4%	3%	-13%	9%	13	-4%
N#Cc1ccc(NC(=O)Cn2cnc(S(=O)(=O)N3CCCCC3)c2)cc1	1%	0.0	-8	23%	-3%	0%	-4%	-25	0%
NC(=O)[C@H]1CC2(CC(c3cccc(NC(=O)c4ccccc4)c3)=NO2)CN1C(=O)[C@H]1CCC(=O)N1 (stereo partly drawn)	-6%	-0.8	0	-28%	-5%	3%	4%	-17	8%
CCN(CC)CC(=O)Nc1cc(N(C)C)nc2ccccc12	0%	-0.3	-33*	10%	-1%	-1%	-18%	1	8%
CCOC(=O)C(CCCCCCP(=O)(c1ccccc1)c1ccccc1)NC(C)=O (stereo not drawn)	0%	-0.2	1	-10%	-3%	0%	3%	4	-1%
CC1CN(C(=O)COC(=O)c2cc(=O)c3ccccc3o2)CC(C)O1 (stereo not drawn)	?	-1.6	1	11%	-5%	-2%	5%	21	-6%
NC(=O)c1ccc(NC(=O)COC(=O)c2c[nH]c3ccccc23)cc1	?	0.6	-1&10	-23%	-4%	2%	2%	-14	-11%
CN(C)Cc1cc2ccccc2c2c1COC2	-4%	0.8	1	13%	-2%	2%	?	nt	-5%
CC1(C)C2CCC1(CS(=O)(=O)N1CCOCC1)C(=O)C2 (stereo not drawn)	-6%	0.3	-4	-4%	-4%	4%	-1%	5	-12%
CC(C)c1nn2c(=O)cc(COC(=O)c3ccc4c(c3)OCO4)nc2s1	-19%	0.0	-1	4%	1%	3%	0%	nt	12%
C#CCOCCOCCOCCNc1nc(N2CCOCC2)nc(N2CCN(C(=O)[C@H](CCC(=O)O)n3cc([C@@H](N)CCCCN)nn3)CC2)n1	-18%	nt	-7	-12%	-6%	1%	1%	nt	-7%
CC1CCN(c2nc(-c3ccccc3)cc(C(F)(F)F)n2)CC1	3%	0.3	5	5%	-6%	0%	-2%	5	-4%
CC1c2ccccc2SC(CCCN(C)C)c2ccccc21 (stereo not drawn)	-5%	5.7	-6	-21%	0%	3%	-9%	50*	-14%

Continued:
SMILES	ALOX12 inh	D2 ag	LDHA block	RGS4 inh	Glioma ERSR ind	Vif-APOBEC3G blk	ERG-DNA inh	D2 antag	Vif-APOBEC3F blk
CCOc1ccccc1OCC(=O)O	144%[activator]	-0.7	-3	-32%	3%	-2%	2%	3	-15%
COc1cc(OC)cc(C(=O)Nc2cc(C)on2)c1	37%[activator]	1.5	-10	-10%	6%	-4%	-12%	1	-2%
CCOC(=O)C1CCCN(C(=O)c2sc3nc(-c4ccc(F)cc4)cn3c2C)C1 (stereo not drawn)	-3%	-0.4	-8	5%	2%	0%	-8%	-8	-1%
CC(C)C(=O)N1CCC2(CC1)Oc1ccc(F)cc1C(=O)C21CC(c2ccc(Cl)cc2)=NO1 (stereo not drawn)	3%	0.8	0	-12%	-7%	0%	12%	9	2%
COC(=O)Nc1ccc(S(=O)(=O)N2CCCC(C(=O)N3CCCCC3)C2)cc1 (stereo not drawn)	-4%	2.0	-6	1%	0%	-1%	0%	-8	0%
CC1CN(C(=O)CSc2nnc(CNC(=O)c3ccc(S(=O)(=O)N(C)C)cc3)o2)CC(C)O1 (stereo not drawn)	8%	1.9	-8	18%	-1%	2%	2%	-33	0%
COc1ccccc1C(=O)NNC(=O)CN1C(=O)c2ccccc2C1=O	0%	0.1	-4	12%	-4%	1%	-12%	-3	5%
CC(=O)N1c2ccc(S(=O)(=O)N3CCCC3C(=O)Nc3cccc(F)c3)cc2CC1C (stereo not drawn)	327%[activator]	0.0	1	-5%	-6%	-15%	-6%	-26	-6%
Cc1cccc(C)c1OCC(=O)Nc1nonc1-c1ccc(Br)cc1	?	-0.3	-2	13%	nt	nt	-2%	nt	nt
Cc1nn(Cc2ccccc2Cl)c(C)c1NC(=O)c1cc(C(C)C)on1	?	-1.3	-4	9%	-1%	-11%	1%	nt	-1%
O=C(COC(=O)/C=C/c1cccc(Br)c1)Nc1cccc(S(=O)(=O)NC2=NCCC2)c1	7%	1.2	-2	15%	-3%	0%	21%	-20	0%
COc1ccc(C2(c3ccc(OC)cc3)NC(=O)N(CC(=O)N(C)C)C2=O)cc1	10%	2.8	-7	-8%	-3%	0%	1%	-2	0%
Cc1ccn2c(C(C)O)nnc2c1 (stereo not drawn)	13%	nt	-2	nt	-4%	2%	nt	nt	-7%
N#Cc1ccccc1NC(=O)COc1c(Br)cc(Br)c2cccnc12	-19%	0.5	25	-47%	0%	3%	-3%	14	-3%
CCc1nn(CC(=O)NC(C)CC)c(=O)c2cc3c(OC)cccc3n12 (stereo not drawn)	-3%	-0.4	-1	7%	-3%	3%	7%	nt	-9%
CNC(=O)N(O)C1N(c2ccccc2)C(=S)SC1(C)C (stereo not drawn)	30%[activator]	1.1	-5	14%	-1%	1%	2%	10	-2%
Cc1noc(C(=O)Nc2cc(Cl)ccc2O)c1Cl	1%	nt	-14	-21%[56.9 µM]	3%	-24%	8%	nt	-2%
CNc1cc(C(=O)Nc2cccc(OCc3ccccc3)c2)ncn1	2%	nt	-5	nt	-4%	-8%	nt	nt	nt
Cc1ccc(Cn2c(C)nc3c(c2=O)c2nc4ccccc4nc2n3Cc2ccco2)cc1	?	-2.3	-7	?	4%	6%	2%	-6	3%
Cc1[nH][nH]c(=O)c1C(c1ccc(-c2ccc(F)cc2)o1)c1c(C)[nH][nH]c1=O	?	1.3	5	?	0%	-27%	9%	4	11%
O=C(Nc1cccc(F)c1)c1c(F)c(F)c(F)c(F)c1F	-16%	-0.6	-5	15%	-6%	-12%	4%	-14	0%
Cc1cc(OCC(=O)Nc2ccncc2)ccc1Br	468%[activator]	-0.2	-2	11%	-1%	1%	-1%	19	nt
FC(F)(F)c1cc(-c2ccccc2)nc(N2CCCCCC2)n1	0%	0.0	-3	13%	-3%	-4%	-2%	7	-8%
O=C(/C=C/c1cn(CC(O)CN2CCCCCC2)c2ccccc12)c1ccc(Br)cc1 (stereo not drawn)	?	5.3	3	?	-12%	?	-5%	nt	?
Cc1cc(C=O)sc1[B-](F)(F)F	?	nt	-13	6%	-1%	0%	5%	nt	2%
Cc1cccc(-c2nc(CS(=O)CC(=O)NCc3cccs3)c(C)o2)c1 (stereo not drawn)	2%	0.1	-11	6%	-4%	-5%	-4%	39*	0%
CC(C(=O)Nc1ccc2c(c1)OCO2)N(C)CC(=O)Nc1ccc(Cl)cc1 (stereo not drawn)	?	nt	?	-13%	-7%	-4%	7%[15.4 µM]	nt	?

Sorted by number of heavy atoms (low to high): some entries from above.
SMILES	ALOX12 inh	D2 ag	LDHA block	RGS4 inh	Glioma ERSR ind	Vif-APOBEC3G blk	ERG-DNA inh	D2 antag	Vif-APOBEC3F blk
Cc1ccn2c(C(C)O)nnc2c1 (stereo not drawn)	13%	nt	-2	nt	-4%	2%	nt	nt	-7%
CCc1nn(CC(=O)NC(C)CC)c(=O)c2cc3c(OC)cccc3n12 (stereo not drawn)	-3%	-0.4	-1	7%	-3%	3%	7%	nt	-9%
O=C(COC(=O)/C=C/c1cccc(Br)c1)Nc1cccc(S(=O)(=O)NC2=NCCC2)c1	7%	1.2	-2	15%	-3%	0%	21%	-20	0%
Cc1ccc(Cn2c(C)nc3c(c2=O)c2nc4ccccc4nc2n3Cc2ccco2)cc1	?	-2.3	-7	?	4%	6%	2%	-6	3%
